TDP1 inh – qHTS Assay for Inhibitors of Tyrosyl-DNA Phosphodiesterase (TDP1); Tyrosyl-DNA phosphodiesterase 1 (Homo sapiens), Q9NUW8; recombinant TDP1, AlphaScreen DNA substrate cleavage; Potency, µM (series often up to 130 µM), without a hit: at the highest dose activity change, negative = inhibition, usual class: inhibitors; hit rate 0.28% among 350,000; active = well fitted inhibition curve with a large enough effect; also: nearly all actives have a fitted effect of over 40% in size
Target sequence (Q9NUW8 whole entry, looked up): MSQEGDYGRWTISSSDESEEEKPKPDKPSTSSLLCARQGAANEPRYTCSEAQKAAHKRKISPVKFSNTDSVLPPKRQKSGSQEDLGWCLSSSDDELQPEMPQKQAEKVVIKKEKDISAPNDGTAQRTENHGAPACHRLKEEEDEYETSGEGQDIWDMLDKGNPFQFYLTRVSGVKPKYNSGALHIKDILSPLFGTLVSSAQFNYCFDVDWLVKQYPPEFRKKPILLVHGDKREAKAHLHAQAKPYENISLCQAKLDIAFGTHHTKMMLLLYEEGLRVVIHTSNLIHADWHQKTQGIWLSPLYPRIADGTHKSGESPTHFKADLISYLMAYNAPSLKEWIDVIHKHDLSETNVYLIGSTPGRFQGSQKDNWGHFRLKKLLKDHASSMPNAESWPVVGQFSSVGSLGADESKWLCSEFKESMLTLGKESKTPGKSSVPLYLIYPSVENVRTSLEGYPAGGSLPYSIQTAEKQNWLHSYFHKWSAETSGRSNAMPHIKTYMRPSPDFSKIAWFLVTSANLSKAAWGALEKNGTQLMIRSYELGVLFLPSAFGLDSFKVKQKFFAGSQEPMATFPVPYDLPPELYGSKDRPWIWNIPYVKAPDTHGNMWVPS
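E. coli-derived human Tdp1, 1 nM final. Cpd preinc 15 min RT; substrate 15 nM final, 5 min RT; AS bead mix 10 ug/ml final, 10 min RT. Signal loss = tyrosine-FITC cleavage. No-enzyme wells = max signal.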
An asterisk follows results filed as active; & = joins results of further samples; [ ] = remark or other dose. % is scaled to controls: 0 for no effect and ±100 for the full control effect; potency is read from the fitted curve at half-maximal effect. This is a subset; rates above refer to the full screens.

no.	compound	TDP1 inh
1	Cc1ccc(NS(=O)(=O)c2ccc3c(c2)CCC(C)(C)O3)cc1C	0%
2	CC(C)[C@@H](OCc1ccccc1)[C@H](C)CO/N=C1/[C@H]2OC2[C@@H](O)[C@H]2[C@H]1CCn1c(=O)n(-c3ccccc3)c(=O)n12 (some centres undefined)	3%[21 µM]
3	Nc1ccc(S(=O)(=O)N2CCN(S(=O)(=O)c3ccc4c(c3)OCCO4)CC2)cc1	0%
4	COC(=O)[C@@H]1C[C@H]1[C@@H](NC(=O)c1cnccn1)c1ccccc1	5%
5	COC(=O)[C@@H]1CCCN1C(=O)[C@@H](C)CO	-2%[21 µM]
6	Cc1ccc(NS(=O)(=O)c2ccc3c(c2)CC(=O)N3C)cc1C	1%
7	CC(C)(C)C(=O)C1C(=O)c2ccccc2C1=O	14%
8	COc1cccc(CS(=O)(=O)c2nnnn2CC(C)C)c1	7%
9	CCC[C@@H]1C[C@@]1(CCC)C(NC(=O)c1ccco1)c1ccc(Cl)cc1 (some centres undefined)	1%
10	CC(C)(C)N1C(=O)[C@H]2[C@@H]3[C@H](O)C=CC(=O)[C@H]3CC[C@H]2C1=O	8%[21 µM]
11	COC(=O)[C@@]1(Cc2ccccc2)[C@H]2c3cc(C(=O)N4CCCC4)n(Cc4cccc5ccccc45)c3C[C@H]2CN1C(=O)c1ccccc1	16%
12	CCOC(=O)CCN1C(=O)[C@H]2[C@H]3[C@H](O)[C@H](O)C/C(=N/OC[C@@H](O)COCc4ccco4)[C@@H]3CC[C@@H]2C1=O	5%[21 µM]
13	COC(=O)C1=C(C)N(Cc2ccccc2)[C@]23O[C@](C(=O)OC)(C(=O)N2C1c1ccccc1)C(C(=O)OC)C3C(=O)OC (some centres undefined)	-4%&3%[21 µM]
14	COc1cccc(C2c3c(ncn(-c4ccc5c(c4)OCO5)c3=N)Oc3ccc4ccccc4c32)c1 (centres undefined)	5%
15	CC1(OC(=O)c2ccco2)C(=O)C2=COC(C3CC3)=CC2=C(Br)C1=O (centres undefined)	-4%
16	COc1cccc(C2c3c(ncn(-c4ccc(-c5ccccc5)cc4)c3=N)Oc3ccc4ccccc4c32)c1 (centres undefined)	3%
17	O=S1(=O)N=C(Oc2ccccc2Cl)c2ccccc21	0%
18	COc1cc(OC)c2c(C)cc(=O)oc2c1C(CCN1CCCC(C)C1)c1ccc(N(C)C)cc1 (centres undefined)	20%
19	O=C1[C@H]2[C@H]3[C@H](O)[C@H](O)C/C(=N/OCc4ccccc4)[C@@H]3CC[C@@H]2C(=O)N1c1cccc(Oc2ccccc2)c1	6%[21 µM]
20	CCOC(=O)OCC1OC(C#Cc2ccc(C)cc2C)C=CC1OC(=O)OCC (centres undefined)	1%[21 µM]
21	COC(=O)[C@@H]1CCCN1C(=O)[C@H]1C[C@@H]1[C@H](NC(=O)OCc1ccccc1)c1ccccc1	2%
22	COc1ccc2c(c1)O[C@H](c1cccc(C(F)(F)F)c1)[C@@H](O)C2=O	9%[21 µM]
23	C/C(CCN1CCCc2nc(C)c(C)cc21)=N\O[C@@H](C)c1cn([C@H](CO)Cc2ccccc2)nn1	5%&10%[21 µM]
24	Oc1ccc(NCc2ccccc2F)c2cccnc12	4%
25	CCc1cc(C(C)=O)c(O)cc1OCCCCCC(C)(C)c1nn[nH]n1	6%
26	COc1ccc(C2=CC3=C(Br)C(=O)C(C)(OC(=O)CCc4ccccc4)C(=O)C3=CO2)cc1 (centres undefined)	2%
27	C=Cc1ccccc1Cl	12%
28	OC(CN1CCNCC1)Cn1c2ccc(Br)cc2c2cc(Br)ccc21 (centres undefined)	9%
29	O=C(NCc1ccc(F)cc1)n1cc(P(=S)(c2ccccc2)c2ccccc2)c2ccccc21	0%
30	COc1cccc(CS(=O)(=O)c2nnnn2-c2ccc(F)cc2Br)c1	1%
31	CCC(C)(C)OC	18%
32	CO[Si](CCCNCCC[Si](OC)(OC)OC)(OC)OC	5%
33	COCOc1c2c(c(OCOC)c3c(OCOC)cccc13)/C(=N/N[S+](=O)([O-])c1ccc(C)cc1)C1=C2CCCC1	9%
34	S=C(NC1CCCCC1)NC1CCCCC1	3%
35	CC(OCc1ccccc1)C(NC(=O)OC(C)(C)C)C(=O)NC1COC2CC(n3cc(F)c(=O)[nH]c3=O)OC12 (centres undefined)	12%
36	CC1(C)CC(N=C=O)CC(C)(CN=C=O)C1 (centres undefined)	5%
37	O=C1c2ccccc2C(=O)N1c1cccc2cnccc12	1%
38	N#Cc1ccc(NS(=O)(=O)c2ccc3c(c2)CCC(=O)N3)cc1	1%
39	CC(=O)OC[C@@H]1O[C@@H](O/N=C2/C[C@@H](O)[C@@H](O)[C@@H]3[C@@H]4C(=O)N([C@@H](C)c5ccccc5)C(=O)[C@H]4CC[C@@H]23)[C@H](OC(C)=O)[C@H](OC(C)=O)[C@@H]1OC(C)=O	4%[21 µM]
40	O=C1C=C[C@@H](O)[C@H]2[C@@H]3C(=O)N(Cc4ccc5c(c4)OCO5)C(=O)[C@@H]3CC[C@H]12	8%[21 µM]
41	CC12CC3OS(=O)OC3CC3C4C(C(OCc5ccccc5)C31)C42 (centres undefined)	5%[21 µM]
42	COc1ccc(O[C@H]2C=C[C@@H](c3ccccc3)O[C@H]2COC(=O)N2CCCCC2)cc1	6%[21 µM]
43	COC(=O)c1nnc(C(=O)NCc2ccccc2)c2[nH]c3ccccc3c12	9%
44	CC(C)C[C@@H](CC(=O)N[C@H](CC(=O)N[C@@H]1CCCC[C@H]1C(=O)N[C@H](CC(=O)N[C@@H](CCC(=O)O)CC(=O)O)Cc1c[nH]c2ccccc12)C(C)C)NC(=O)[C@@H]1CCCC[C@H]1N	11%
45	CC(=O)OC[C@@H]1O[C@H](C/C=N\O[C@@H]2O[C@H](COC(C)=O)[C@@H](OC(C)=O)[C@H](OC(C)=O)[C@H]2OC(C)=O)C=C[C@@H]1OC(C)=O	9%[21 µM]

Rewritten with each value named: entries from further up
31: CCC(C)(C)OC
  TDP1 inh: 18%
32: CO[Si](CCCNCCC[Si](OC)(OC)OC)(OC)OC
  TDP1 inh: 5%
33: COCOc1c2c(c(OCOC)c3c(OCOC)cccc13)/C(=N/N[S+](=O)([O-])c1ccc(C)cc1)C1=C2CCCC1
  TDP1 inh: 9%
34: S=C(NC1CCCCC1)NC1CCCCC1
  TDP1 inh: 3%

Next section.
no.	compound	TDP1 inh
46	O=S(=O)(c1ccc(F)cc1)N1CCN(c2nc(-c3ccccc3)nc3cc(Cl)ccc23)CC1	0%
47	Cc1ccc2oc(=O)c3c4cc(O)c(O)c(C)c4oc3c2c1	4%
48	CCNc1cccc(S(=O)(=O)N2CCCN(S(=O)(=O)c3ccc4c(c3)OCCO4)CC2)c1	1%
49	c1ccc(CN(Cc2ccccc2)Cc2nnc(-c3cc4ccccc4[nH]3)o2)cc1	0%
50	COc1ccc(C(=O)NCC(=O)OC(C(=O)Nc2cc(C(F)(F)F)ccc2Cl)c2ccccc2)cc1OC (centres undefined)	0%
51	Oc1ccc(-c2nn[nH]n2)c2cccnc12	3%
52	COc1ccc(OC)c(C2=Nn3c(nnc3-c3ccccc3O)SC2)c1	10%
53	CCOC(=O)CNC(=O)O[C@H]1C(=O)c2cc(OC)ccc2O[C@@H]1c1ccc(OC)c(Br)c1	10%
54	COC(=O)NC(c1ccco1)[C@]1(C(C)=O)CCCC1=O (some centres undefined)	5%[21 µM]
55	COC(=O)[C@@]1(Cc2ccccc2)[C@H]2c3cc(C(=O)N(C)C)n(Cc4ccccn4)c3C[C@H]2CN1C(=O)c1ccccc1	15%
56	CC(C)C[C@@H](CC(=O)N[C@@H](CCCN)CC(=O)N[C@@H]1CCCC[C@H]1C(=O)N[C@H](CC(=O)N[C@@H](CCC(=O)O)CC(=O)O)CC(C)C)NC(=O)[C@@H]1CNCC[C@H]1N	4%
57	Clc1cc(Cl)cc(Cl)c1	2%
58	CC(C)[C@@H](CC(=O)N[C@@H]1CCNC[C@H]1C(=O)N[C@H](CC(=O)N[C@@H](CCC(=O)O)CC(=O)O)Cc1c[nH]c2ccccc12)NC(=O)C[C@H](Cc1c[nH]c2ccccc12)NC(=O)[C@@H]1CCCC[C@H]1N	2%
59	Oc1ccccc1C1C=C(c2ccc3c(c2)OCO3)NC(c2ccc(F)c(Br)c2)N1 (centres undefined)	2%
60	COC/C=C/C1=CC2=CC(=O)C(C)(OC(=O)c3cccs3)C(=O)C2=CO1 (centres undefined)	5%
61	CC(C)Nc1cccc(S(=O)(=O)N2CCCN(S(=O)(=O)c3ccc4c(c3)OCCO4)CC2)c1	1%
62	CC(C)CO/N=C1/C[C@@H](O)[C@@H](O)[C@@H]2[C@@H]3C(=O)N(C4CCCCC4)C(=O)[C@H]3CC[C@@H]12	1%[21 µM]
63	C=CC1=C2C=C(C3CC3)N(CCCCO)C=C2C(=O)C(C)(OC(=O)c2ccco2)C1=O (centres undefined)	-3%[12.3 µM]
64	O=C(N/N=C1/C[C@@H](O)[C@@H](O)[C@@H]2[C@@H]3C(=O)N(Cc4ccccc4)C(=O)[C@H]3CC[C@@H]12)OCc1ccccc1	4%[21 µM]
65	COc1ccc(C2=Nn3c(nnc3-c3cccc(OC)c3OC)SC2)cc1OC	10%
66	COC(=O)N[C@@H](CCc1ccccc1)[C@]1(C(=O)OC)CCCC1=O	10%
67	C/C=C1\COC(C(=O)NCCOCCO)(C(F)(F)F)C=C1C=C1CCCCC1 (centres undefined)	5%
68	COC(=O)[C@@H](NC(=O)N1CCc2nc(-c3ccccc3)c3c(c2C1)CO[C@@H](C)C3)C(C)C	4%[12.3 µM]
69	CC(=O)c1ccc(C2CC34CNS(=O)(=O)C3CC2O4)cc1 (centres undefined)	-14%
70	O=C1[C@H]2[C@H]3[C@H](O)[C@H](O)C/C(=N/OC[C@@H](O)COCc4ccco4)[C@H]3CC[C@@H]2C(=O)N1C1CCCCC1	4%[21 µM]
71	Nc1nc(Nc2cc(F)cc(F)c2)nc(NC2CCCC2)n1	1%
72	COC(=O)NC(c1cccc(C)c1)[C@]1(C(C)=O)CCCC1=O (some centres undefined)	8%[21 µM]
73	C=CCOC(=O)C(C(=O)CC)C(NC(=O)OC)c1ccc(F)cc1 (centres undefined)	2%[21 µM]
74	N#Cc1nc(NCCCO)nc(Nc2ccccc2)n1	6%
75	COc1ccc(C2/C=C\CN(CC(C)C)C(Cc3ccccc3)C(=O)N2Cc2ccc(F)cc2)cc1 (centres undefined)	4%
76	CC(C)(C)c1ccc(Nc2nc(C#N)nc(NC3CCCC3)n2)cc1	-2%
77	CC(=O)OCC(NC(=O)C(C)NC(=O)OC(C)(C)C)C1OC(n2cc(C)c(=O)[nH]c2=O)C(OC(C)=O)C1OC(C)=O (centres undefined)	10%
78	COC(=O)[C@H](C)NC(=O)C/C=C\[C@@H](C)[C@@H](CO)OC	3%[21 µM]
79	Cc1noc(C)c1-c1ccc2ncnc(NCc3cccc(Cl)c3)c2c1	9%
80	COc1cccc(/C=C/C2=CC3(C)CC2(C)C(c2cccc(OC)c2)CC3=O)c1 (centres undefined)	8%[21 µM]
81	COC(=O)C1(Cc2ccccc2)C2c3cc(C(=O)N4CCCC4)n(Cc4ccc(OC(F)(F)F)cc4)c3CC2CN1C(=O)c1ccccc1 (centres undefined)	19%
82	O=C(Cc1nnc(-c2nc3ccccc3[nH]2)o1)Nc1cc(C(F)(F)F)ccc1Cl	1%
83	Cc1cccc([N+](=O)[O-])c1C	4%
84	CC1CCC2(C1)N=C(Nc1nc3ccccc3o1)NC1=C2C(=O)CCC1 (centres undefined)	1%
85	CC(C)=CCn1cnc2c1C(NOCc1ccccc1)=NCN2	11%
86	Cc1cccc(C(=O)NC2CCN(C#N)CC2)c1	-1%&0%
87	O=C1CCc2cc(S(=O)(=O)Nc3cccc(Oc4ccccc4)c3)ccc2N1	3%
88	N#CN1CCC(NS(=O)(=O)c2cccc(F)c2)C1 (centres undefined)	0%
89	COCCN=C1OC(=O)N2C(=O)C3=C4C(C[C@H]5C(=O)N(CC(=O)OC)C(=O)[C@H]5[C@H]4[C@@]12Cc1ccccc1)[C@H]1C(=O)N(CC(=O)OC)C(=O)[C@H]1[C@H]3C (some centres undefined)	5%
90	Oc1ccc(CNc2ccccn2)c2cccnc12	3%

2 records picked at random from those above:
no.	compound	TDP1 inh
39	CC(=O)OC[C@@H]1O[C@@H](O/N=C2/C[C@@H](O)[C@@H](O)[C@@H]3[C@@H]4C(=O)N([C@@H](C)c5ccccc5)C(=O)[C@H]4CC[C@@H]23)[C@H](OC(C)=O)[C@H](OC(C)=O)[C@@H]1OC(C)=O	4%[21 µM]
19	O=C1[C@H]2[C@H]3[C@H](O)[C@H](O)C/C(=N/OCc4ccccc4)[C@@H]3CC[C@@H]2C(=O)N1c1cccc(Oc2ccccc2)c1	6%[21 µM]

Next results.
no.	compound	TDP1 inh
91	CCC1CC=CC2C1C(=O)N(Cc1ccccc1)C2c1cc(C)ccc1F (centres undefined)	-1%
92	CC(=O)Nc1ccc(OCc2cccc(-c3nc4ccccc4c(=O)n3Cc3ccco3)c2)cc1	0%
93	O=C(OCC#CCSc1nnc(-c2cccc3ccccc23)o1)c1ccc(F)nc1	-5%
94	COc1ccc(O)c(-c2nc3ccccc3c(=O)n2Cc2ccccc2)c1	2%
95	COC(=O)C1(Cc2ccccc2)C=C2C(=C(c3ccccc3)C(=O)C2C)CN1 (centres undefined)	6%
96	CC(=O)Nc1ccc(S(=O)(=O)N2CCN(S(=O)(=O)c3ccc4c(c3)OCCO4)CC2)cc1	1%
97	CC(C)CO/N=C1/[C@H]2O[C@@H]2[C@@H](O)[C@H]2[C@H]1CCn1c(=O)n(-c3ccccc3)c(=O)n12	8%[21 µM]

Source: PubChem
